Source: PubChem BioAssay (several laboratories)
14-3-3 Bad inh: disrupts binding of bovine 14-3-3 zeta to phospho-Bad peptide. inhibition, % at 21.7 µM. TR-FRET 14-3-3zeta/Dy647-pBad peptide displacement, 1 h. actives 0.71% (n = 220,000). AID 781. P63103;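 active = inhibition above about 70%, limit read from the data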;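 note: 0% = full 14-3-3 plus peptide FRET controls and 100% = background without 14-3-3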
Target sequence (P63103 whole entry, looked up): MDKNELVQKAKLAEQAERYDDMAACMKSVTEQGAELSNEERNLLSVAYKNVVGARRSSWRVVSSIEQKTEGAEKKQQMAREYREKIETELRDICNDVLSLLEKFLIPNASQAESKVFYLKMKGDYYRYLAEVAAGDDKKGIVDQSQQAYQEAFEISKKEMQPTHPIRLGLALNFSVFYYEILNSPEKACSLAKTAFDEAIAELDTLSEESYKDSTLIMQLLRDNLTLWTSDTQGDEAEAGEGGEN
KCC2 mod: modulates chloride dependent transport by human KCC2; Q9H2X9; KCC2 cells, thallium flux FluoZin-2 fluorescence; B-score of Tl+ flux slope (higher = more flux/activation; lower = inhibition) at 10 µM; actives 2.2% (n = 190,000);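 active = thallium flux slope and its plate-corrected score both differing from the plate sample mean at a set confidence after two filtering rounds, in either direction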;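 note: slope of fluorescence scaled to starting intensity during 10 to 20 s after thallium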
NCF1 inh: inhibitors of human p47phox binding | p47phox/p22phox peptide binding, fluorescence polarization, 2 h | inhibition, % at 24.7 µM | actives 0.53% (n = 220,000) | AID 1274;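 note: 0% = p47phox with labelled peptide and 100% = labelled peptide alone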
thrombin 1536: thrombin (human) inhibition. alpha-thrombin, Boc-VPR-AMC fluorogenic substrate cleavage. P00734. actives 0.26% (n = 220,000). inhibition, % at 5 µM;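 active = inhibition at or above 40%; inactive = inhibition below 40%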;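 note: 0% = enzyme with no compound and 100% = wells without enzyme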
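Material: human alpha-thrombin enzyme / Medium: pH 7.5 Tris (50 mM) with NaCl 150 mM, Tween 20 0.05% / Compound: single-point dosing at 5 µM, 0.2% DMSO / Incubation: enzyme reaction carried out at room temperature / Detection: AMC fluorescence, 355/460 nm / Read-out basis: percent inhibition scaled between no-compound controls and no-enzyme blanks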
eIF4E 4G PPI: blocks eIF4E binding to eIF4G; P63073+Q04637; TR-FRET eIF4E-eIF4GI(517-606) binding, 2 h; inhibition, % at 21.7 µM; actives 0.37% (n = 220,000); AID 782;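 note: 0% = full FRET control wells and 100% = background wells lacking eIF4GI fragment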
hK5 inh: blocks human kallikrein 5 protease activity; Q9Y337; recombinant hK5, fluorogenic AMC substrate cleavage; inhibition, % at 5 µM; actives 0.59% (n = 210,000); AID 873;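 active = inhibition of 40% or more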;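 note: 0% = enzyme controls without compound and 100% = no-enzyme blanks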
Target sequence (Q9Y337 67-293 limits assumed): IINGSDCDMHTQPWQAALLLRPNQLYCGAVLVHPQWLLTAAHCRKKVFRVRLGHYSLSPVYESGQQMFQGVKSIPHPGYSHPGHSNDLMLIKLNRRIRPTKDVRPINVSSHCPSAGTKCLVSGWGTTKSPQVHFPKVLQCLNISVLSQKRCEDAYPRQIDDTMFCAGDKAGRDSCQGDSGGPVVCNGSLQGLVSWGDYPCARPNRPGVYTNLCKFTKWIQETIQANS
Rad51 HR inh: Rad51 (human) homologous recombination inhibition; Q06609; inhibition, % at 10 µM; actives 0.085% (n = 200,000); hRad51 DNA strand exchange, fluorescence dequenching;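 active = inhibition above 40% at the single screening dose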;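 note: 0% = DMSO control wells and 100% = blanks with heterologous ssDNA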
Target sequence (Q06609 whole entry, looked up): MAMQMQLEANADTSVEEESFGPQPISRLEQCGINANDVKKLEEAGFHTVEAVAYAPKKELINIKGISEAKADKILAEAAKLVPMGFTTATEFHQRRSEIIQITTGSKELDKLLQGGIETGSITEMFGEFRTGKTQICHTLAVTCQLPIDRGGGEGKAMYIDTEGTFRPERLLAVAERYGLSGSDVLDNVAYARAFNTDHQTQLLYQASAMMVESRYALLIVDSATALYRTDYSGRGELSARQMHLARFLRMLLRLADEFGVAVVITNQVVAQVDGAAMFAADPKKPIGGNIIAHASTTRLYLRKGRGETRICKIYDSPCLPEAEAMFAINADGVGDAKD
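material = hRad51 filaments on single-stranded DNA | reagent = Donor/quencher-labelled 47-bp dsDNA substrate | compound = 10 µM final, single point | schedule = strand-exchange reaction 15 min at room temperature | measured by = fluorescein emission 520 nm, excitation 485 nm | read-out basis = % inhibition versus plate control and blank means | benchmarks = plate controls and plate blanks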
Furin inhibitor: human furin inhibition; purified furin, fluorogenic substrate cleavage; actives 0.061% (n = 220,000); inhibition, % at 30 µM; AID 463115; in the data active = inhibition above about 25%; note: inactives centre near -15
EBV gp42 inh: EBV gp42 inhibition; Q1HVG2; Fluorescence polarization binding assay, mP read-out; inhibition, % (tested at 21.74 µM); actives 0.42% (n = 220,000); in the data active = inhibition above about 50%
Target sequence (Q1HVG2 whole entry, looked up): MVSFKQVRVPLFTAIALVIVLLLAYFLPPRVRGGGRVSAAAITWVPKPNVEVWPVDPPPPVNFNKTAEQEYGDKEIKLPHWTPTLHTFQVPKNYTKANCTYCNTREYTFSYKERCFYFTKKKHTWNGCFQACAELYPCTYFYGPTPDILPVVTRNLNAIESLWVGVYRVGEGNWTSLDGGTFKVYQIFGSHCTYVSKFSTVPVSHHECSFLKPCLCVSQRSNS
Numbers without * were called inactive; i = inactive; x = no result given; [ ] = remark or other dose.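 Rule for the calls, unless noted: active = inhibition above about 30% (limit read from the data); inactive = the rest.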 Compounds were not picked by outcome; overall some 4.7% were active at least once.

SMILES	14-3-3 Bad inh	KCC2 mod	NCF1 inh	thrombin 1536	eIF4E 4G PPI	hK5 inh	Rad51 HR inh	Furin inhibitor	EBV gp42 inh
O=C(Cn1nc(-c2ccccc2)ccc1=O)NCc1ccc2c(c1)OCO2	-5	-3.3*	-5	-2	i[fluorescence artefact?]	-2	-3	-33	-17
CC(C)Oc1ccc(/C=N/NC(=O)C2CCCN2S(=O)(=O)c2ccc(Cl)cc2)cc1 (centres undefined)	2	0.054	-2	3	-2	11	4	-14[20 µM]	4
COc1ccccc1C1CCN(Cc2c(C)[nH]c3ccccc23)CC1	1	0.67	-19	5	3	-5	21	-13	-15
Nn1c(Cc2cccc3ccccc23)nnc1SCCOc1ccc(F)cc1	2	-1.6	-8	28	6	27	14	-5	-6
COc1ccc(S(=O)(=O)N(C)CC(=O)Nc2ccc3c(c2)OCO3)cc1	-5[fluorescence artefact?]	x	3	-5	-7	-20	-4	-16[20 µM]	-7
Cc1nnc(SCC(=O)NC(=O)NCCC(C)C)s1	-8	-0.43	5	-22	-1	-2	1	-25	-15
O=c1[nH]c2ccccc2nc1Cc1ccccc1	-9[fluorescence artefact?]	1.1	-7	5	-6[fluorescence artefact?]	-37	-3	-24	-19
CC(=O)c1ccc(NC(=O)C(C)n2c3ccccc3c3nc(=O)cc(C)n32)cc1 (centres undefined)	2	0.054	-13	-1	-5	-1	-23	-17	-25
CCN(CC)C(=O)CSc1nnc(C2CCCCC2)o1	0[fluorescence artefact?]	1.1	-6	-3	-12	1	10	-18[20 µM]	-11
Brc1ccc(-c2cn3ccccc3n2)cc1	-2	-0.63	-4	-7	6	-7	5	-14	-8
COc1cc(/C=N/NC(=O)CCN2CCN(c3ccccc3)CC2)cc(OC)c1OC	-15	0.012	-4	-2	8	-11	6	-14	4
O=C(NCc1cccnc1)c1cccc2c1C(=O)N(Cc1cccnc1)C2	10	x	-19	-13	1	-1	4	-22[20 µM]	-13
Cc1ccc(/C=C/C(=O)OCC(=O)Nc2ccccc2Sc2ccccc2)cc1	-8	-0.43	-12	-7	17[fluorescence artefact?]	-12	1	-3	-14
Cc1ccc(NC(=S)Nc2ccc(Cl)c(Cl)c2)c(OC(F)F)c1	-6	-0.076	-9	-7	4	0	-14	-5	11
CC(C)C(=O)NC(=S)Nc1nnn(C)n1	-24	1.7	-9	0	-5	-7	x	-16	-20

3 entries out of the list above, arranged by their value in EBV gp42 inh, high to low:
SMILES	14-3-3 Bad inh	KCC2 mod	NCF1 inh	thrombin 1536	eIF4E 4G PPI	hK5 inh	Rad51 HR inh	Furin inhibitor	EBV gp42 inh
O=C(NCc1cccnc1)c1cccc2c1C(=O)N(Cc1cccnc1)C2	10	x	-19	-13	1	-1	4	-22[20 µM]	-13
Cc1nnc(SCC(=O)NC(=O)NCCC(C)C)s1	-8	-0.43	5	-22	-1	-2	1	-25	-15
CC(=O)c1ccc(NC(=O)C(C)n2c3ccccc3c3nc(=O)cc(C)n32)cc1 (centres undefined)	2	0.054	-13	-1	-5	-1	-23	-17	-25

Next entries.
SMILES	14-3-3 Bad inh	KCC2 mod	NCF1 inh	thrombin 1536	eIF4E 4G PPI	hK5 inh	Rad51 HR inh	Furin inhibitor	EBV gp42 inh
COc1cccc(-c2cc(C(F)(F)F)n3nc(C(=O)N4CCCCC4c4cccnc4)cc3n2)c1 (centres undefined)	-11	-0.44	-2	-4	3	-6	31	-17	-53
CC1=Nc2nc(N3CCCCC3)c(C#N)c3c4c(nc(c23)N1)N(c1ccc(C(C)C)cc1)C(=O)C4	-13[fluorescence artefact?]	-0.78	-102	-6	2	-16	-5	-11	-6
CN1CCN(S(=O)(=O)c2ccc(NCc3ccc4c(c3)OCO4)nc2)CC1	4	-0.76	-9	-1	0	2	-5	-22	-14
O=C(Nc1ccc(Cl)cc1)[C@@H]1[C@@H]2C(=O)N(c3ccc(Cl)cc3)C(=O)[C@@H]2[C@H]2C=CC=NN21	-5	-1.3	-18	0	-3	6	-1	-19[20 µM]	-1
CC(C)c1cc(-c2cc(C(=O)NCc3ccccc3)on2)nc(NC2CCCC2)n1	0	0.26	-18	3	-1	3	-10	-28	-9
C(=N\Nc1nc2ccccc2[nH]1)/c1ccccn1	-7	0.011	-9	-11	4	1	0	-6	-2
Cc1c(NC(=O)/C(C#N)=C/c2cccs2)c(=O)n(-c2ccccc2)n1C	3	0.037	-5	2	-5	-9	-1	16	11
Cc1c(Cl)cccc1NC(=O)c1cc(-c2ccccc2O)n[nH]1	-3	-0.45	-5	-4	2	1	-2	-13[20 µM]	-18
CCOc1ccc(OCC)c(NC(=O)C(NS(=O)(=O)c2ccc3c(c2)oc(=O)n3C)C(C)C)c1 (centres undefined)	2	-0.052	2	-6	0	1	-8	-25	-9
CCOC(=O)/C=C1\SCC(=O)N1CC(=O)Nc1ccc(C(C)C)cc1	-5	x	-13	32	-8	17	3	-14[20 µM]	-2
O=C(O)CCc1ccc(-c2cccs2)n1Cc1ccco1	13	-0.55	-3	-4	5	-2	1	-1[20 µM]	14
CCOc1ccc(C2CC(c3ccc(F)cc3)n3ncnc3N2)cc1 (centres undefined)	4[fluorescence artefact?]	-0.59	0	-6	-8	-12	x	-7	-3
CCCCc1ccc(Nc2ncccc2C#N)cc1	-1	1.1	8	-4	-1	1	0	-10[20 µM]	4
CS(=O)(=O)N(Cc1ccccc1)c1ccccc1C(=O)N1CCN(c2ccccc2)CC1	6	x	2	-2	-4	0	3	-21[20 µM]	-9
NNC(=O)CN1C(c2ccc(Br)cc2)=Nc2ccc(Br)cc2C1c1ccccc1 (centres undefined)	0[fluorescence artefact?]	-1.3	0	4	7	2	x	-2	-10

Reprinted from the part before: three compounds, then new ones.
SMILES	14-3-3 Bad inh	KCC2 mod	NCF1 inh	thrombin 1536	eIF4E 4G PPI	hK5 inh	Rad51 HR inh	Furin inhibitor	EBV gp42 inh
CCCCc1ccc(Nc2ncccc2C#N)cc1	-1	1.1	8	-4	-1	1	0	-10[20 µM]	4
CS(=O)(=O)N(Cc1ccccc1)c1ccccc1C(=O)N1CCN(c2ccccc2)CC1	6	x	2	-2	-4	0	3	-21[20 µM]	-9
NNC(=O)CN1C(c2ccc(Br)cc2)=Nc2ccc(Br)cc2C1c1ccccc1 (centres undefined)	0[fluorescence artefact?]	-1.3	0	4	7	2	x	-2	-10
Nc1nonc1C(=O)NCCNCc1ccccc1OCc1ccccc1F	7	-0.38	2	-6	-3	-27	2	-23	-12
Cc1ccsc1/C=N/n1c(-c2ccccc2)n[nH]c1=S	-11	9.8*	5	2	0	-4	x	-12	-23
Cc1noc(C)c1COC(=O)[C@@H](NC(=O)c1ccccc1)C(C)C	-8	-0.12	-4	-10	-5	-7	-5	-31	-14
CCCCCOC(=O)c1[nH]c2c(c1C)C(=O)CC(c1ccco1)C2 (centres undefined)	-5[fluorescence artefact?]	-0.17	-10	0	4	-5	-2	0	-15
O=C1CN(C(=O)c2cccs2)c2ccccc2N1	53	0.56	4	-9	47*	-18	-11	-15	-17
CC1=CCC2C(=O)N(c3nc4ccccc4n3C)C(=O)C2C1 (centres undefined)	1	-0.26	-3	1	-1	-24	2	-15[20 µM]	-15
O=C(CSc1nnc(Cc2ccccc2)n1-c1cccc(Cl)c1)N1CCOCC1	-7	0.29	-2	4	-4	-14	1	-9[20 µM]	-7
O=C(Nc1ccc(Oc2cccc(C(F)(F)F)c2)nc1)c1ccco1	0	-0.91	-12	0	0	-7	6	-16	-17
Cc1nn2c3ccccc3nc2c2ccccc12	10	x	-12	-1	-4	1	0	-1[20 µM]	1
CC(c1ccccc1)N1CCC(CNC(=S)Nc2cccc(Cl)c2)C1 (centres undefined)	-2	0.57	x	4	0	x	x	-43	-5
O=C1c2ccccc2C(=O)N1CCCc1nc(-c2cccnc2)no1	19	0.38	-17	0	1	-14	0	-7[20 µM]	-22
CC(=O)NCCc1nc2ccccc2n1CCc1ccccc1	4	x	1	0	5	8	1	-28	-11
Cc1c(C#N)c(N=CN(C)C)c(C(=O)c2ccc(Br)cc2)n1-c1ccc(Cl)cc1	-4	0.19	-10	1	0	-14	2	-27[20 µM]	-22
CC(=O)N1N=C(c2ccc(NS(C)(=O)=O)cc2)CC1c1ccc2nccnc2c1 (centres undefined)	2	-0.058	-24	2	0	1	x	-13	-72
O=C(Cc1ccc([N+](=O)[O-])cc1)Nc1nccs1	10	0.81	11	-3	-3	2	17	-17	-4
CC1(C)N=C(N)N=C(N)N1c1ccccc1	-11	1.4	3	4	2	-1	x	-15[20 µM]	-8
C[C@@]12CC(=O)NC1N(C(=O)c1cccc(C(F)(F)F)c1)C(c1ccccc1OC(=O)c1cccc(C(F)(F)F)c1)C2 (some centres undefined)	5	-0.63	-3	-5	1	-6	-4	-18[20 µM]	10
COc1cccc(C(=O)C2CCCN(Cc3cn[nH]c3C3CCCCC3)C2)c1 (centres undefined)	0	x	-9	-4	2	x	x	-20	-10
Cc1ccc(NC(=S)N/N=C/c2ccc(Cl)c([N+](=O)[O-])c2)cc1	-5	-0.19	-7	0	-7	-5	2	-17[20 µM]	-24
CCOc1c(Cl)cc(CNc2ccc(N3CCCC3)cc2)cc1OC	-3	-0.96	6	4	6	-19	11	-26	1
CCOC(=O)c1c(NC(=O)CSc2c[nH]c3ccccc23)sc2c1CCC2	-41[fluorescence artefact?]	-0.61	-25	-1	-15	-14	0	-19	-12
CCC(c1nnnn1C1CCCC1)N1CCN(c2ccccc2)CC1 (centres undefined)	-5	-0.68	4	-4	0	-23	x	-29[20 µM]	5
O=C(CNC(=O)c1ccco1)OCC(=O)c1ccccc1	-3[fluorescence artefact?]	7.3*	7	4	-13[fluorescence artefact?]	-10	x	-30	-20
Cn1cc(CNCc2cn[nH]c2-c2ccc(F)cc2)c(-c2ccc3c(c2)OCCO3)n1	-1	x	2	-10	-1	3	7	-3	-9
O=C(CCn1ccnc1)Nc1nc2ccccc2[nH]1	-5	-0.21	-9	-3	1	-3	15	-15	9
COc1ccc(NC(=O)CSc2nc3ccccc3c(=O)n2Cc2cccs2)c(OC)c1	14[fluorescence artefact?]	-0.12	1	0	-2[fluorescence artefact?]	-7	-2	-27	-4
CCOCCCNC(=O)C1CCC(CNS(=O)(=O)c2ccc(OC)cc2)CC1 (centres undefined)	-1	2	-8	0	-2	x	x	-28	-15
Cc1nn(CC(O)Cn2c3c(c4ccccc42)CCN(C)C3=O)c(C)c1Br (centres undefined)	8	-0.34	0	1	-3	5	-4	-19[20 µM]	4
CCOc1cccc2cc(-c3nnc(NCc4ccc5c(c4)OCO5)s3)c(=O)oc12	83*[fluorescence artefact?]	-0.034	67*	11	-7[fluorescence artefact?]	-4	-1	-15	16
Cc1cccc(N2CCN(c3nc4nonc4nc3N3CCSCC3)CC2)n1	-3	-0.35	-11	-1	1	-8	-5	-14	-4
COc1cc(/C=N/NC(=O)Cn2ccc(C(F)(F)F)n2)cc(OC)c1OC	-7	-0.0032	-4	-25	-2	-8	-4	-19	7
O=C1C2CC=CCC2C(=O)N1c1ccc(N2CCN(c3ccccn3)CC2)c([N+](=O)[O-])c1 (centres undefined)	-20	1.1	-5	-8	-2	-1	30	-25	1
Cc1ccccc1NC(=O)COC(=O)CCc1ccccc1	-15	-0.36	-5	-2	-3	-3	14	-34	-6
CCCCn1c(SCC(=O)Nc2nnc(C)s2)nnc1-c1ccoc1C	-6[fluorescence artefact?]	x	-23	0	2[fluorescence artefact?]	-7	-1	-17	-3
CC/C(Cc1ccccc1)=N\NC(=O)c1cc([N+](=O)[O-])cc([N+](=O)[O-])c1	-4	33*	-5	23	3	25	-2	-9	0
CCOc1cc(C(=O)Nc2c(C)ccc3nsnc23)cc(OCC)c1OCC	-5	-1	-12	-2	0	-6	0	-15[20 µM]	1
CC(=O)c1c(C)[nH]c(C(=O)OCC(=O)Nc2cccc(S(=O)(=O)N(C)C)c2)c1C	1	-0.26	-7	-9	5	-5	-4	-15	-7
